MsrA act: bovine MsrA enzyme activators, primary screen, biochemical, absorbance, HTS; Methionine sulfoxide reductase A (Bos taurus); purified bovine MsrA, absorbance read-out; activation, % at 10.6 µM; 360,000 compounds, 0.3% hits; AID 602163, 2012; in the data active = activation above about 7.5%;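 also: 0% = vehicle and 100% = reference activator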
Tb MetRS inh: T. brucei MetRS inhibitors, primary screen, biochemical, luminescence | 360,000 compounds, 0.4% hits | inhibition, % at 11.9 µM | methionyl-tRNA synthetase (Trypanosoma brucei brucei) | AID 624268, 2012 | purified T. brucei MetRS, ATP depletion, Kinase-Glo luminescence;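 active = inhibition above a per-plate cutoff of the control wells' mean inhibition plus 3 SD, cut at about 5.5% in these data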;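 also: 0% = DMSO wells median and 100% = median of wells with control inhibitor compound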
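System: purified T. brucei MetRS enzyme / Detection: Kinase-Glo luciferase luminescence reporting remaining unconsumed ATP / Medium: HEPES buffer with MgCl2, KCl, DTT, spermine, BSA, pyrophosphatase / Replication: singlicate, one well per compound / Evaluation: percent inhibition relative to median high and low control wells / Schedule: 2 h aminoacylation at 25 °C after 15 min preincubation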
E coli Lon inh: inhibitors of E. coli Lon protease, primary screen, biochemical, fluorescence polarization; P0A9M0; purified E. coli Lon protease; inhibition, % at 7.94 µM; 360,000 compounds, 0.42% hits; AID 602123, 2011; in the data active = inhibition above about 13%, passing the limit was not always enough;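 also: 0% = enzyme with probe and DMSO and 100% = no enzyme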
Rin1-Abl PPI inh: inhibitors of Rin1-Abl protein binding, primary screen, biochemical, TR-FRET; AID 588664, 2011; 360,000 compounds, 0.4% hits; inhibition, % at 7.35 µM; in the data active = inhibition above about 5%, passing the limit was not always enough
Target sequence (P00519 whole entry, looked up): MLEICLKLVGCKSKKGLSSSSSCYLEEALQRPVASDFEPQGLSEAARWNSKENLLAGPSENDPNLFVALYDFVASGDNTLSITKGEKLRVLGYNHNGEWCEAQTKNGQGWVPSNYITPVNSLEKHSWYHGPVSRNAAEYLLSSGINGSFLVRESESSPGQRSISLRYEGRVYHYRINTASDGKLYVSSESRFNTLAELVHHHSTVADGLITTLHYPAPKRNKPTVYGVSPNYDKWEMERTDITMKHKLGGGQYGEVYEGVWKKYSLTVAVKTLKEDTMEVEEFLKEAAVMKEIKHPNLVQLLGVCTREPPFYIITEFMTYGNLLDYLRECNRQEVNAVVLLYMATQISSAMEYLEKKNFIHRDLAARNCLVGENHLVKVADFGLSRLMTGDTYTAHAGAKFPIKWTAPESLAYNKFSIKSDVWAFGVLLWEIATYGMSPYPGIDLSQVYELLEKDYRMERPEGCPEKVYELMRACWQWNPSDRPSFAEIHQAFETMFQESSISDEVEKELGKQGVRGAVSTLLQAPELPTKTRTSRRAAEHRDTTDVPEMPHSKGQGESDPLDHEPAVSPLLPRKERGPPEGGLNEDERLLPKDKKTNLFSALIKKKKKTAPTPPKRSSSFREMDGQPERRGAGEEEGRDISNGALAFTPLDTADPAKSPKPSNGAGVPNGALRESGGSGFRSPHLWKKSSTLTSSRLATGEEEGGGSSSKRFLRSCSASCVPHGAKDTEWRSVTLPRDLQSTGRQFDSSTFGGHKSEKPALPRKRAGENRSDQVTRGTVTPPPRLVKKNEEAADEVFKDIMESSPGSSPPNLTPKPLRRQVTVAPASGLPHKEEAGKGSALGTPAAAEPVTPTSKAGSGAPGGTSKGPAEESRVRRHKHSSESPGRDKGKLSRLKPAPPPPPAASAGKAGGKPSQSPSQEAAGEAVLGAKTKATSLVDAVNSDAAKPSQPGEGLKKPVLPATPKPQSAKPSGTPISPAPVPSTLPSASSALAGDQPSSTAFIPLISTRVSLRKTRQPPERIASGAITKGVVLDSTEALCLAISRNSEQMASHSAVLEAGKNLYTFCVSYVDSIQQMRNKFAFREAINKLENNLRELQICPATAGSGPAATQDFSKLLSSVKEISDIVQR
Target sequence (Q13671 whole entry, looked up): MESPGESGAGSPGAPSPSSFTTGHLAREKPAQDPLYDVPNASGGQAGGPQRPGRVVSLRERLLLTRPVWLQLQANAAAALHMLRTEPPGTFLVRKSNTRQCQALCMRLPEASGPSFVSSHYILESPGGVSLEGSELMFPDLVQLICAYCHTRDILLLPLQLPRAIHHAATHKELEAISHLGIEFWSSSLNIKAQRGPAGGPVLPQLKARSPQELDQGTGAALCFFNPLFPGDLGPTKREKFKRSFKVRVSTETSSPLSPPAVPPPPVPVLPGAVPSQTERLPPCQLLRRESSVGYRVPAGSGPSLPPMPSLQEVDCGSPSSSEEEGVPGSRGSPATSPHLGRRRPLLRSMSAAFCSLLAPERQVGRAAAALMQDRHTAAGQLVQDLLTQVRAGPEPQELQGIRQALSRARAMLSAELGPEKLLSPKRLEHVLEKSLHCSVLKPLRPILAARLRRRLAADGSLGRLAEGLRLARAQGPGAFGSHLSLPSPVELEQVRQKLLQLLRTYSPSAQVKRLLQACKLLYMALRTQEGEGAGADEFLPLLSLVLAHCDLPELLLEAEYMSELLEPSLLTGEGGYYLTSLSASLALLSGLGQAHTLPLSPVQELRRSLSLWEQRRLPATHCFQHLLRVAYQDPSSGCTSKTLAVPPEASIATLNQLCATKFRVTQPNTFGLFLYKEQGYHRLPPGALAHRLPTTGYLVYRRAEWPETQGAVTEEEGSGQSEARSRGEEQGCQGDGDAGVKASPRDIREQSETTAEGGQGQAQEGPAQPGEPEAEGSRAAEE
CSN inh: inhibitors of CSN-mediated cullin deneddylation, primary screen, biochemical, fluorescence polarization, uHTS; Purified CSN, SCF-Nedd8-OG deneddylation; 360,000 compounds, 0.38% hits; AID 651999, 2013; inhibition, % at 12.5 µM; COP9 signalosome complex subunit 5 (Homo sapiens), Q92905;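 active = pattern-corrected inhibition above about 35%, with an unprinted fluorescence ratio check between 0.5 and 1.5, limit read from the data, passing the limit was not always enough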;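 also: 0% = enzyme with substrate and 100% = substrate without enzyme; some results filed as inactive read as strong as hits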
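Schedule: reaction 90 min, room temperature / Assay system: HEK293T-derived human Csn5 enzyme / Input: Csn5 at 0.24 nM final / Measure: inhibition of Csn5 cleavage, % / Control set: substrate-only high control, full reaction low control / Technique: fluorescence polarization of the substrate / Buffer or medium: Tris/NaCl/DTT buffer, pH 7.5 / Reagent: SCFSkp2-Nedd8OG substrate at 10 nM final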
Neddyl block: inhibitors of cullin neddylation, primary screen, biochemical, TR-FRET, uHTS, NAE and Ubc12 | calls only at 25 µM | 360,000 compounds, 0.58% hits | AID 651699, 2012; in the data active = inhibition above about 36%
MsrA inhibitor: bovine MsrA enzyme inhibitors, primary screen, biochemical, absorbance, HTS; inhibition, % at 15.5 µM; 360,000 compounds, 0.75% hits; purified bovine MsrA, absorbance read-out; Methionine sulfoxide reductase A (Bos taurus); in the data active = inhibition above about 4.5%;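 also: 0% = vehicle wells with enzyme and 100% = reference inhibitor wells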
FAS TE block: FAS thioesterase domain inhibitors, primary screen, biochemical, fluorescence intensity, uHTS; Fatty acid synthase (Homo sapiens), P49327; 360,000 compounds, 0.67% hits; inhibition, % at 15 µM; recombinant FAS-TE, OMFH fluorogenic substrate, fluorescence endpoint;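 active = compounds whose normalised, plate-corrected inhibition of enzyme fluorescence in the single-dose primary screen is 50% or more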;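 also: 0% = DMSO with enzyme and 100% = substrate without enzyme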
MLLE-PAM2 inh: inhibitors of PABP1 MLLE–PAM2 peptide binding, primary screen, biochemical, fluorescence polarization, FITC-PAM2, GST-MLLE; inhibition, % at 20 µM; 360,000 compounds, 0.36% hits; AID 588489, 2011; in the data active = inhibition above about 35%, passing the limit was not always enough;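 also: plate controls were DMSO wells with GST-MLLE for no effect and wells lacking GST-MLLE protein for full effect; some results filed as inactive read as strong as hits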
Active calls of the source: *; i = inactive; . = no result given; & = joins results of further samples.

SMILES	MsrA act	Tb MetRS inh	E coli Lon inh	Rin1-Abl PPI inh	CSN inh	Neddyl block	MsrA inhibitor	FAS TE block	MLLE-PAM2 inh
Cc1ccccc1NC(=O)CSc1nc(N)c2c3c(sc2n1)CSC(C)(C)C3	-3	0.1	-7	-2	-4	i	-1.0	22	5
CC(=O)Nc1ccc(S(=O)(=O)NCCNc2ccccc2[N+](=O)[O-])cc1	-10	-0.7	9	-7	3	i	0.7	-9	-1
O=C(Nc1ccc(C(=O)N2CCCC2)cc1)C1CCC1	0	-0.2	-8	1	1	i	-0.8	-8	2
CCOC(=O)C1CCN(c2ncnc3c2c(-c2ccccc2)cn3-c2ccccc2)CC1	5	-0.4	-6	0	11	i	0.3	28	6
Cc1cccc(N2C(=O)c3cccnc3C2=O)c1	-7	-0.4	-7	-1	1	i	-0.2	-8	-5
Cn1ncc2c(NNC(=O)c3ccc(O)cc3)ncnc21	-2	-0.1	1	-2	3	i	0.2	-2	0
CN(C)c1ccc(C(=O)n2nnc3ccccc32)cc1	-13	-0.7	1	2	6	i	1.4	40	17
Cc1c(C(=O)NC(Cc2ccccc2)c2nc3ccccc3[nH]2)cccc1[N+](=O)[O-] (centres undefined)	-11	0.0	-5	0	-2	i	-1.4	24	-30
Cc1onc(-c2ccccc2)c1NC(=O)N(CCC#N)Cc1cccs1	-4	-0.6	7	1	-6	i	0.4	-5	8
COc1cccc(N=C2SC(C(=O)Nc3ccc(F)cc3)CC(=O)N2C)c1 (centres undefined)	-13	4.8	-8	10*	3	i	0.7	12	7
CCNC(=S)/N=C(\N)Nc1nc(C)c2cc(C)ccc2n1	-1	0.8	-22	-2	15	i	-0.5	2	-22
CC1(C(=O)Nc2cccc(-n3cnnn3)c2)Cc2ccccc2C(=O)O1 (centres undefined)	-1	0.7	-7	2	101*	i	-0.7	-4	-21
O=C(NNC(=O)C12CC3CC(CC(C3)C1)C2)c1ccccc1[N+](=O)[O-]	-4	-0.4	1	-1	1	i	-0.2	-4	10
Cc1cc(Oc2ccc(-c3nnc(-c4ccccc4)o3)cc2[N+](=O)[O-])ccc1Cl	-4	-0.7	-1	1	-4	i	-0.9	12	-1
CCc1c(C(=O)N/N=C/c2ccc(C)o2)csc1C	-2	-0.3	-5	-2	2	i	1.8	-6	0
O=C(COc1cccc2c1CCN(Cc1ccc(Br)cc1)C2=O)NCc1ccco1	-1	0.7	-5	0	-5	i	0.3	34	7
Cc1ccc(NC(=S)Nc2cccc3ccccc23)cc1	1	-0.2	-3	-3	24	i	0.8	12	24
CCOC(=O)N1CCN(c2nnc(-c3ccc(C)cc3)c3ccccc23)CC1	-2	0.7	3	0	1	i	2.5	3	-1
O=C(COC(=O)C1CCC1)c1c[nH]c2ccccc12	-4	0.1	-9	-2	-3	i	-0.7	-1	4
CC1(C)CN(c2ccc(Br)cc2Br)C1=O	0	-0.3	-5	3	1	i	-0.3	1	12

7 consecutive records from above, quoted:
SMILES	MsrA act	Tb MetRS inh	E coli Lon inh	Rin1-Abl PPI inh	CSN inh	Neddyl block	MsrA inhibitor	FAS TE block	MLLE-PAM2 inh
Cc1ccccc1NC(=O)CSc1nc(N)c2c3c(sc2n1)CSC(C)(C)C3	-3	0.1	-7	-2	-4	i	-1.0	22	5
CC(=O)Nc1ccc(S(=O)(=O)NCCNc2ccccc2[N+](=O)[O-])cc1	-10	-0.7	9	-7	3	i	0.7	-9	-1
O=C(Nc1ccc(C(=O)N2CCCC2)cc1)C1CCC1	0	-0.2	-8	1	1	i	-0.8	-8	2
CCOC(=O)C1CCN(c2ncnc3c2c(-c2ccccc2)cn3-c2ccccc2)CC1	5	-0.4	-6	0	11	i	0.3	28	6
Cc1cccc(N2C(=O)c3cccnc3C2=O)c1	-7	-0.4	-7	-1	1	i	-0.2	-8	-5
Cn1ncc2c(NNC(=O)c3ccc(O)cc3)ncnc21	-2	-0.1	1	-2	3	i	0.2	-2	0
CN(C)c1ccc(C(=O)n2nnc3ccccc32)cc1	-13	-0.7	1	2	6	i	1.4	40	17

(further entries)
SMILES	MsrA act	Tb MetRS inh	E coli Lon inh	Rin1-Abl PPI inh	CSN inh	Neddyl block	MsrA inhibitor	FAS TE block	MLLE-PAM2 inh
O=C(c1ccc(-c2cccc(C(F)(F)F)c2)o1)N1CCN(c2ccccc2)CC1	-7	-0.2	-11	2	-7	i	-0.2	7	-20
COc1ccc2[nH]c3c(=O)n(CCCCC(=O)NCCN4CCCC4)c(=S)[nH]c3c2c1	-11	-1.1	-2	-12	-1	i	0.4	-1	19
COc1ccc(CCN=C(N)NS(=O)(=O)c2ccc(OC)c(OC)c2)cc1OC	-3	0.1	-10	3	2	i	-0.3	-3	0
Cc1ccc(NCc2nnc(SCC(=O)c3ccccc3)o2)c(C)c1	0	-0.3	0	-2	-7	i	1.3	10	-32
COc1ccc(NC(=O)c2ccc(S(=O)(=O)N3CCOCC3)o2)cc1	-5	-0.6	-5	0	0	i	0.6	-3	21
N=c1n(CCc2ccccc2)c2ccccc2n1Cc1ccccc1F	0	0.0	-6	3	-8	i	0.2	-10	15
COCc1nc(-c2cc(OC)c(OC)c(OC)c2)no1	3	-0.3	-8	8	-7	i	0.5	-6	-9
Cc1ccc(OCc2cc(C(=O)NC3CCCCC3)no2)cn1	-2	-0.8	-3	0	1	i	-0.5	-3	4
C=CCn1c(=O)c2ccccc2n2c(SCC(=O)/C(C#N)=C(\C)N)nnc12	-2&-2	-0.2&-1.0	-20&-9	4&1	1&1	i	0.4&2.4	-4&-1	-61&-55
CN(C)CCNc1ncnc2c1cnn2-c1ccc(Cl)cc1	-6	-0.9	-3	0	3	i	0.3	-6	2
COc1ccc(OC)c(NS(=O)(=O)c2ccc3c(c2)C(C)(C)C(=O)N3C)c1	-1	0.6	7	-3	-2	i	.	-11	-9
CC(=O)OC(C(=O)N1CCOCC1)c1c(F)cccc1F (centres undefined)	-3	-0.1	2	-5	0	i	-1.2	8	1
CCOc1cc(-c2noc(CCC(=O)NCC3CCCO3)n2)ccc1OC (centres undefined)	-2	0.3	-3	-1	-3	i	0.0	-4	4
O=C(NCCN1CCOCC1)c1cc(Cl)ccc1Cl	-5	0.1	-7	0	4	i	1.1	-4	-2
COc1ccc(-c2sc3ccccc3c2-c2ccc(OCCN3CCCCC3)cc2)cc1	-2	0.5	-7	0	-4	i	0.5	22	0
CC1CCCN(C(=O)C2CCN(S(=O)(=O)c3cccs3)CC2)C1 (centres undefined)	-6	-0.3	-2	-1	2	i	-0.2	-5	-3
O=C1NC[C@@H](CCCCN2C[C@H](Cc3ccc(O)cc3)N(CC3CCCCC3)C(=O)C2=O)N(Cc2ccccc2)C1=O	0	-0.2	5	.	1	i	0.1	-2	.
CCN(C(=O)CSc1nnc(C)n1-c1ccc(C)cc1)c1c(N)n(Cc2ccccc2)c(=O)[nH]c1=O	-1	0.0	-4	2	4	i	0.6	-9	1
CCN(CCCNC(=O)CNC(=O)c1nn(-c2ccc(OC)cc2OC)c(=O)c2ccccc12)c1cccc(C)c1	-3	-0.4	-8	-1	4	i	1.2	0	-8
O=C(c1cc2c(s1)CCCC2)N1CCN(Cc2ccc3c(c2)OCO3)CC1	2	0.2	-1	-2	3	i	1.0	3	4
OC1(c2cccs2)CN(c2ccc(Br)cc2)C2=[N+]1CCCS2 (centres undefined)	-4	0.5	4	1	3	i	-1.2	-10	16
O=C(NCc1ccccc1)c1cccc(F)c1F	-2	0.9	2	1	3	i	1.8	-9	6
COc1cccc(N=Nc2c(=O)[nH]n3c(=O)cc(C)[nH]c23)c1	-2	-0.1	5	-6	-2	i	1.8	-3	23
Cc1nn2c(c1-c1ccccc1)NC1=C(C(=O)CCC1)C2c1ccccc1 (centres undefined)	0	0.7	-2	-1	-14	.	3.9	-2	-1
Nc1cccc(S(=O)(=O)c2ccc(N)c(N)c2)c1	-4	-0.9	-8	-1	-1	i	1.2	-7	-3
CC(=O)Oc1ccc(-c2ccc(C(=O)Nc3cccc(S(=O)(=O)N4CCOCC4)c3)cc2)cc1	-5	-1.1	7	0	-4	i	3.0	19	-11
Cc1c(S(=O)(=O)N2CC(C)CC(C)C2)c(=O)n(C)c(=O)n1C (centres undefined)	-2	-0.7	6	1	0	i	0.5	-3	3
Cc1n[nH]c(=O)nc1Nc1ccc(O)cc1	-1	0.2	-2	2	-1	i	1.0	-7	6
Cc1ccc(C(=O)Nc2nc(N)n(-c3ccccc3)n2)cc1	4	-0.3	-8	-1	-5	i	0.9	-6	-4
COC(=O)CNC(=O)CSc1nnc2cc(C)c3ccccc3n12	7	-0.4	-8	-6	1	i	1.0	-6	2
CCOc1ccc(NC(=O)CN2C(=O)COc3ccccc32)cc1	-2	-0.5	-6	0	-5	i	-0.1	-4	-11
Cc1cccc(OCCCC(=O)NCc2ccco2)c1	-8	-0.9	-7	4	0	i	.	-6	-13
COc1cccc(CNc2nnnn2C)c1OC	-2	-0.3	-10	0	1	i	0.2	-5	-11
COc1cccc(C(C(=O)NC2CCCC2)N2CCN(c3cc(C)nc4ccccc34)CC2)c1OC (centres undefined)	.	-0.5	.	.	0	i	0.2	.	.
COc1cc(NC(=O)c2cc([N+](=O)[O-])ccc2NC(=O)CNCc2ccccn2)cc(OC)c1	-4	0.3	-1	0	1	i	0.2	46	4
Cc1ccnc(NC(=O)c2ccc(COc3c(F)c(F)cc(F)c3F)o2)c1	-1	0.9	-1	-3	2	i	1.2	13	2
CCN1C(=O)C(CC(=O)Nc2ccc(C)cc2C)Nc2cc(S(=O)(=O)N(C)C)ccc21 (centres undefined)	-6	-0.6	-5	1	5	i	0.7	8	-17
O=C1c2ccccc2C(=O)N1CCSc1nncs1	-2	-0.3	-3	1	-1	i	-0.1	-5	-13
CC(C)(C)OC(=O)NC1CC2CCCC(C1)N2Cc1ccccc1 (centres undefined)	-1	0.5	-8	1	0	i	-0.1	-5	-1
CC(=O)Nc1nc(-c2ccc([N+](=O)[O-])cc2)cs1	-4	0.6	2	2	-2	i	1.6	1	16
O=C(c1ccco1)N1CCc2[nH]nc(-c3ccccc3)c2C1	-3	-0.3	1	2	2	i	-1.2	-2	-8

Assay outcomes (PubChem BioAssay)
